# mcGAS lum: inhibitors of mouse cGAS. 160,000 compounds, 0.15% hits. Q8C6L5. inhibition, % at 12.5 µM. recombinant cGAS, Kinase-Glo ATP depletion luminescence;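 further: 0% = negative control wells and 100% = reference inhibitor with no enzyme activity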
# hcGAS lum: inhibitors of human cGAS; Q8N884; recombinant h-cGAS, ATP depletion, Kinase-Glo luminescence; inhibition, % at 12.5 µM; 290,000 compounds, 0.081% hits;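 further: 0% = vehicle reaction and 100% = reaction without DNA for no activity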
# Target sequence (Q8N884 whole entry, looked up): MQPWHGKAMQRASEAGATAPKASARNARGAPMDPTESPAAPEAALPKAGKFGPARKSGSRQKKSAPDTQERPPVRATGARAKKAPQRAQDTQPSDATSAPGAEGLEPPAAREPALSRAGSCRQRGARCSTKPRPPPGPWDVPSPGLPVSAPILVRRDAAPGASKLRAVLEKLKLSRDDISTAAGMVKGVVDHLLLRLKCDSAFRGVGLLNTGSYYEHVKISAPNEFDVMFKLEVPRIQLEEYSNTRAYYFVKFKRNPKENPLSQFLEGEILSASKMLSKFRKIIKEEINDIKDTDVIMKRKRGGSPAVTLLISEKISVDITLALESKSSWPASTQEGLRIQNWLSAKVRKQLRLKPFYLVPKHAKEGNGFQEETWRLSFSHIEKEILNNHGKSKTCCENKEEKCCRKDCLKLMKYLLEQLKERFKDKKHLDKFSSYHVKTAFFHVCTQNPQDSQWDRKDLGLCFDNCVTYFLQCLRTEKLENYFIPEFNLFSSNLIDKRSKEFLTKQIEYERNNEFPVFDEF
# NPYLR7 ag: mosquito NPYLR7 agonism | HEK293T NPYLR7/Galpha15, GCaMP6s calcium fluorescence | activation, % at 10 µM | 270,000 compounds, 0.15% hits; in the data active means activation above about 40%;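 further: 0% = vehicle and 100% = reference agonist at the receptor; some compounds past the cut are filed as inactive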
# Starred values were filed as active, the others as inactive; x = not tested or not shown; & = joins results of further samples. Unless noted, no stated cut-off is given here; in the data, active means inhibition above about 40%; inactive means the rest.
SMILES,mcGAS lum,hcGAS lum,NPYLR7 ag
COCCn1ccc(NCc2ccc(CO)o2)n1,x,-7,-2
OC(c1ccccc1)C(F)(F)C1(F)OC(F)(F)C(F)(F)C1(F)F (stereo unspecified),x,-4,1
O=C(N1CCCC1)N1CCCC(OCc2noc(C3CCOCC3)n2)C1 (stereo unspecified),2,5,x
O=C(CC(c1ccccc1)c1ccccc1)Nn1cn[nH]c1=S,x,-8,3
CCn1cc(CN(C)Cc2nc(-c3cc(OC)ccc3F)oc2C)cn1,-9,-5,0
Cc1cc(C2CCCN2C(=O)NCc2ccsc2)on1 (stereo unspecified),x,-6,-13
COCCn1c(C)cc(C(=O)Cn2nnn(-c3cccs3)c2=O)c1C,x,-4,8
Cc1cc(C)n(CCN(C(=O)CCS(=O)(=O)c2ccc(F)cc2)c2nc3ccccc3s2)n1,-12,-7,-16
COC(=O)CCc1c(C)nn(-c2ccc(C(=O)NCCc3cccnc3)cc2)c1C,-3,-7,-6
CCOc1cccc(NC(=O)Cc2ccc(C)nc2)n1,x,0,-8
COc1ccc(CCC(=O)N2CCCN(c3ccnc(C)c3)CC2)cc1,x,-4,-4
CN1CCCC(CCC(=O)N2CCc3onc(C(=O)N(C)C)c3C2)C1 (stereo unspecified),-3,0,x
CCCn1ncc(C(=O)N(C)Cc2nc3ccsc3c(=O)[nH]2)c1C,x,-8,4
O=C(CS(=O)Cc1ccc(F)cc1Cl)Nc1cccc(F)c1 (stereo unspecified),x,-4,-1
Cc1ccc(C)c(OC(C)C(=O)NCCN2CCNC2=O)c1 (stereo unspecified),x,-4,0
CCC(c1ccncc1)n1ccnc1-c1nc[nH]c1C (stereo unspecified),x,-12,15
CCCc1nnc(C(=O)N2CC[C@H](O)[C@@H](O)C2)o1,x,3,2
COc1cc([N+](=O)[O-])ccc1N1C(=O)C2C3C=CC(C)(O3)C2C1=O (stereo unspecified),x,-1,9
CN1CCN(N=Cc2ccc(O)c(O)c2)CC1,-5,-9,1
CCC(COC)NC(=O)c1cnc2c(-c3ccc(OC)cc3)cnn2c1C (stereo unspecified),-10,-18,8
CC(C)c1c(C(=O)N2CCOCC2)cnn1-c1ccccc1,-5,-5,22
CC(C)(C)c1cc(Cl)n2ncc(-c3ccccc3Cl)c2n1,-6,-2,0
COc1ccc(C(=O)NC2(C)CCCc3ccccc32)cc1OC (stereo unspecified),-2,-4,2
O=C(CCn1cc(C(F)(F)F)ccc1=O)Nc1ccc(N2CCCC2=O)cc1,-18,-9,18
Cc1[nH]c(=O)[nH]c(=O)c1-c1ccc(-c2ccn[nH]2)cc1,x,-1,-2
SMILES,mcGAS lum,hcGAS lum,NPYLR7 ag
COc1cc(OC)cc(-c2ncc(Cl)cn2)c1,x,-10,13
CC1(C(=O)NCc2cccc3ccccc23)CCN1CCOc1ccccc1 (stereo unspecified),x,-9,7
O=c1oc2c(Br)cc(Br)cc2cc1-c1nnc(Nc2ccccc2)s1,x,-3,-6
CSC(C)C(=O)Nc1ccc(I)cc1 (stereo unspecified),-5,-4,8
N#Cc1cccc(S(=O)(=O)N2CCN(c3nc4ccccc4nc3-c3ccccc3)CC2)c1,-6,-5,4
O=C(O)CCNC(=O)c1ccco1,0,-1,2
CC1(C(=O)NCc2ccc(C(F)(F)F)cc2)CCN1Cc1ccc2ccccc2c1 (stereo unspecified),-1,0,0
CCOC(=O)/C(C#N)=N\Nc1cc(C(=O)Nc2cc(Cl)ccc2Cl)ccc1C(=O)OC,-7,-6,-15
C#CCOCC(O)CN(Cc1c(-c2ccccc2)nn(C)c1Oc1ccccc1F)CC(C)C (stereo unspecified),-7,-7,7
CN1C[C@@H]2C[C@@H](CN(c3ccccc3)C2)[C@H]1CCCCN1CCCC1,0,3,x
Cc1cc(C(=O)N(Cc2cccnc2)c2nc3c(F)cc(F)cc3s2)nn1C,x,-3,5
C[C@@H]1CN(Cc2ccc(-c3cn([C@@H]4CN[C@H](C(=O)O)C4)nn3)cc2)C[C@H](C)O1,-16,-7,2
O=c1oc2cc(O)ccc2c2c1CCC2,-3,1&6,-6&3
O=C(NCC(c1cccnc1)N1CCOCC1)c1c(O)cccc1O (stereo unspecified),x,-5,0
COc1cccc(CSc2nnc(CNC(=O)c3ccc(Cl)cc3Cl)n2-c2ccc(Cl)cc2Cl)c1,-3,-5,-1
c1ccc(-c2ncn(CCCc3cccnc3)c2-c2ccncc2)cc1,x,-5,0
CC(C)c1nn(-c2ccc(Cl)cc2)c(C(C)C)c1C(=O)O,-5,-3,5
COCCN(CCC(=O)NCc1ccc(F)cc1)C(=O)c1cc(-c2ccc(C)cc2)on1,x,-5,3
COc1ccccc1N1CCN(Cc2ccccc2OCC(=O)O)C(C)C1 (stereo unspecified),-10,-3,-3
O=C(Cn1ccn2nc(-c3ccc(Cl)cc3)cc2c1=O)Nc1cccc(F)c1,-8,-9,7
COc1ccc(C[C@H](N)C(=O)N[C@@H]2[C@@H](CO)OC(n3cnc4c(N(C)C)ncnc43)[C@@H]2O)cc1 (stereo partly specified),x,-3&-4,-10&-8
Cn1c(=O)c2[nH]c(-c3ccccc3)nc2n(C)c1=O,-4,-8,6
CCOCCCN(CC(=O)c1c(C)c(C(=O)OCC)n(CC)c1C)C(=O)C(CC)c1ccccc1 (stereo unspecified),-4,-7,-8
CCSc1nc(N2CCCCC2)c2cnn(CCNC(=O)c3ccco3)c2n1,-5,3,1
O=C1C(=O)N(C2CCCC2)C(=O)N1CN1CCN(S(=O)(=O)c2cccs2)CC1,-4,-5,7

# Reprinted from the listing, 15 compounds:
SMILES,mcGAS lum,hcGAS lum,NPYLR7 ag
CCCn1ncc(C(=O)N(C)Cc2nc3ccsc3c(=O)[nH]2)c1C,x,-8,4
O=C(CS(=O)Cc1ccc(F)cc1Cl)Nc1cccc(F)c1 (stereo unspecified),x,-4,-1
Cc1ccc(C)c(OC(C)C(=O)NCCN2CCNC2=O)c1 (stereo unspecified),x,-4,0
CCC(c1ccncc1)n1ccnc1-c1nc[nH]c1C (stereo unspecified),x,-12,15
CCCc1nnc(C(=O)N2CC[C@H](O)[C@@H](O)C2)o1,x,3,2
COc1cc([N+](=O)[O-])ccc1N1C(=O)C2C3C=CC(C)(O3)C2C1=O (stereo unspecified),x,-1,9
CN1CCN(N=Cc2ccc(O)c(O)c2)CC1,-5,-9,1
CCC(COC)NC(=O)c1cnc2c(-c3ccc(OC)cc3)cnn2c1C (stereo unspecified),-10,-18,8
CC(C)c1c(C(=O)N2CCOCC2)cnn1-c1ccccc1,-5,-5,22
CC(C)(C)c1cc(Cl)n2ncc(-c3ccccc3Cl)c2n1,-6,-2,0
COc1ccc(C(=O)NC2(C)CCCc3ccccc32)cc1OC (stereo unspecified),-2,-4,2
O=C(CCn1cc(C(F)(F)F)ccc1=O)Nc1ccc(N2CCCC2=O)cc1,-18,-9,18
Cc1[nH]c(=O)[nH]c(=O)c1-c1ccc(-c2ccn[nH]2)cc1,x,-1,-2
COc1cc(OC)cc(-c2ncc(Cl)cn2)c1,x,-10,13
CC1(C(=O)NCc2cccc3ccccc23)CCN1CCOc1ccccc1 (stereo unspecified),x,-9,7

# (listing goes on)
SMILES,mcGAS lum,hcGAS lum,NPYLR7 ag
O=C1CSC(c2cccc(NS(=O)(=O)c3ccc(Cl)cc3)c2)N1c1ccc(F)cc1 (stereo unspecified),-3,-3,10
Cc1cc(OC(CCN2CCN(C)CC2)c2ccccc2)ccc1Cl (stereo unspecified),x,-1,7
CCCC(=O)OCC(O)CN(Cc1ccc(F)cc1)Cc1cccn1C (stereo unspecified),-6,-6,19
O=C1C(C(c2ccco2)N2CCN(Cc3ccccc3)CC2)Sc2ncnn21 (stereo unspecified),-8,-5,9
Cc1noc(C)c1S(=O)(=O)N(C)C(C)c1cc2ccccc2o1 (stereo unspecified),x,-5,9
O=C1CCC(C(=O)N2CCC(c3ccncc3)CC2)CN1CC1CCCCC1 (stereo unspecified),x,-8,19
Cc1[nH]nc(C(=O)N(C)CC2CCCCC2)c1Br,x,-8,2
COc1cccc(CCC(=O)N2CCC(n3c(C)nc4ccc(C)cc43)CC2)c1,-5,-1,-4
O=C(NC(c1cccc(Cl)c1)c1ccccn1)C1=CCCCO1 (stereo unspecified),x,-5,-25
COC(=O)C1=C(CN2CCCC(O)C2)N(C2CC2)C(=O)NC1c1ccccc1 (stereo unspecified),-20,-8,0
CC(C)(C)c1nnc(NC(=O)NCc2cccnc2)s1,x,-7,17
CCOC(=O)c1nc2ccccc2nc1N1CCN(S(=O)(=O)c2cccc(OC)c2)CC1,-8,-9,6
CCOC(=O)CN(C(=O)c1cccs1)[C@H]1[C@H](O)[C@@H]2O[C@H]1c1ccccc12,-6,-6,1
O=C(NCCC1=CCCCC1)c1cc2c(s1)CS(=O)(=O)C2,-3,-9,3
CCOC(=O)c1c(NC(=O)COCCOC)c(-c2cccc(F)c2)cn1C,-3,-4,8
CCOC(=O)c1nn(-c2ccc(C)cc2)c(=O)cc1N1CCN(CCO)CC1,x,-5,10
Cn1c(=O)[nH]c(=O)c2c1nc(N1CCCC1)n2Cc1ccccc1Cl,-7,-3,8
O=C(CN1CCC(C(=O)c2ccccc2)CC1)NC(=O)NCc1ccco1,-2,1,-3
CCOCCCNC(=O)c1cc(NC(=O)c2cc(C(F)(F)F)cc(C(F)(F)F)c2)ccc1N1CCN(c2ccccc2OC)CC1,-4,-2,16
CN(C)c1ccc(NC(=O)c2ccccc2Cl)cc1CN(CC1CC1)S(C)(=O)=O,-5,-4,-2
Cc1cncc(NC(=O)c2cccc(CN3CCCC3c3ccccn3)c2)c1 (stereo unspecified),x,-3,4
Cc1cc(NC(=O)C2CCCC2)n(-c2nc(-c3cccs3)cs2)n1,-6,-1,-7
O=C1C2ON(c3ccccc3)C(c3ccccn3)C2C(=O)N1c1ccc(Br)cc1 (stereo unspecified),0,-1,0
COc1cc(OC)c(C2=NOC(C(=O)Nc3cnn(C45CC6CC(CC(C6)C4)C5)c3)C2)cc1Cl (stereo unspecified),-5,-7,0
O=C(NCc1cccnc1N1CCCC(O)C1)c1[nH]cnc1-c1ccccc1 (stereo unspecified),-12,-5,3
SMILES,mcGAS lum,hcGAS lum,NPYLR7 ag
CCCN(Cc1ccccc1OC)C(=O)CC1CNCCO1 (stereo unspecified),x,2,-1
O=C(CCN(c1nc(-c2cccs2)nc2ccccc12)C1CC1)N1CCN(c2ccccc2F)CC1,-10,-5,x
CCCC(=O)OCC(O)CN(Cc1ccccc1)Cc1ccccc1OC (stereo unspecified),-4,-6,19
Cn1cc(COC(=O)c2cc(C3CC3)nn2C(C)(C)C)cn1,x,-9,1
Cc1ccc(-c2nnc(SC3CCCCC3=O)o2)cc1 (stereo unspecified),-6,-1,0
CC1CCC(NC(=O)C(C)n2ncn3cccc3c2=O)CC1 (stereo unspecified),x,-1,6
CCN1CCCC1CN(CC1CCN(CCOC)CC1)C(=O)C1CCOCC1 (stereo unspecified),x,-12,6
CCCc1cnc(N2CCC3(CCC(=O)N(C)CC3)CC2)nc1,x,-5,11
Cc1nn(CC(C)C)c(C)c1CCC(=O)O,0,3,-3
CCOC(=O)N1CCC(N2CCCC(C(=O)c3ccc4c5c(cccc35)CC4)C2)CC1 (stereo unspecified),-14,-3,10
COc1cccc(-c2nnc(SCc3ccc(C(=O)N4CCCC4)cc3)n2-c2cccc(Cl)c2)c1,-11,-9,-11
CSc1ccc(CC(=O)N2CC(=O)N(CC3CCOCC3)CC(OCc3cccnc3)C2)cc1 (stereo unspecified),-2,8,7
O=C1NCCN(Cc2cccc3ccccc23)C1CC(=O)N1CCN(c2cnccn2)CC1 (stereo unspecified),x,-10,4
CCN(Cc1ccc(F)cc1)C(=O)CS(C)(=O)=O,x,-4,15
COc1ccccc1-c1c(C)nn2c(N3CCN(C)CC3)cc(C)nc12,-6,-9,4
COc1ccccc1CNC(=O)NC(c1ccccc1)c1nc(C)no1 (stereo unspecified),x,-1,1
Cc1nc(N)ncc1C(=O)N1CCCC1c1ccc(CN(C)C)cc1 (stereo unspecified),-12,-7,-2
CC(C)(C)c1cc2nc(-c3ccccc3Cl)cc(C(=O)N3CCN(Cc4ccc5c(c4)OCO5)CC3)n2n1,-2,-3,-7
COc1ccc(CN2CCN(Cc3ccccc3-c3ccco3)CC2CCO)c(F)c1 (stereo unspecified),-9,-4&-4,9&11
O=c1c(N=Nc2ccc(F)cc2)c(-c2ccccc2)[nH]n1-c1nc(-c2ccccc2)cs1,-3,4,-6
C=CCN(CC(O)COC)CC1CC(c2ccc(Cl)cc2)=NO1 (stereo unspecified),-6,-2,0
CCOCCn1cc(C2CCN(C(=O)CCCCCCC(=O)OC)CC2)c2ccccc21,-5,-4,-2
COc1ccc(/C=C(/C#N)c2c[nH]c3ccccc23)cc1,-13,-4,-7
COCCNCc1ccc(-c2ccc(F)cc2)o1,x,8,5
Cc1ccc(CN(CC(O)COc2ccccc2)CC2CCCO2)s1 (stereo unspecified),-5,-5,23
SMILES,mcGAS lum,hcGAS lum,NPYLR7 ag
C=CCNC(=O)Nc1cccc(CS(=O)(=O)Cc2ccccc2)c1,-16,-7,0
CCCCN1CCC(NC(=O)CNC(=O)Nc2cccc(C)c2)CC1,x,6,-12
COc1ccc(CNC(=O)CN2C(=O)N(C)C3(CCCCC3)C2=O)cc1,-8,-12,x
CCCN1CCN(c2nc3c(c(=O)[nH]c(=O)n3C)n2Cc2ccc(F)cc2)CC1,-5,1,1
COc1ncccc1C(=O)N(C1CCCC1)C1CCS(=O)(=O)C1 (stereo unspecified),x,-11,0
CCOC(=O)C1(Cc2cccc(F)c2)CCN(C(=O)C2CCC2)CC1,x,-10,1
